M1 ag parental: M1 agonist counterscreen hit in parental CHO-K1 cells; Fluo-8 calcium fluorescence; scaled to maximal ATP response, vehicle zero; activation, % at 3 µM; 360,000 compounds, 0.48% hits; AID 602248; in the data active = activation above about 15%;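 note: untransfected CHO-K1 host cells lacking M1 receptor as counterscreen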
OXTR potentiate: potentiates the human oxytocin receptor response; P30559; activation, % at 3 µM; CHO-OTR cells, Fluo-8 calcium fluorescence, potentiator mode; 0% = oxytocin EC15, 100% = EC100; 320,000 compounds, 0.061% hits;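 active = activation above that plate's cutoff, the mean activation of tested compounds plus 3 SD, cut at about 6.6% in these data, passing the limit was not always enough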;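 note: 100% uses oxytocin at 75 nM as the full agonist control; some results filed as inactive read as strong as hits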
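test system = CHO-OTR cells, human receptor | compound = single-point 3.0 µM | schedule = 6 min compound pre-incubation at room temperature, 100 s kinetic read | signal = Fluo-8 no-wash calcium dye fluorescence, excitation 470-495 nm, emission 515-575 nm | repeats = single well per compound, singlicate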
M1 ag: activates human CHRM1 receptor. CHO-K1 hM1, Fluo-8 calcium fluorescence, agonist mode; 0% DMSO, 100% acetylcholine EC100. AID 588814. 360,000 compounds, 0.33% hits. P11229. activation, % at 3 µM;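 active = activation above the run's mean compound activation plus 3 SD, cut at about 16% in these data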;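 note: peak over basal fluorescence ratio within a 140 s kinetic read after compound addition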
TAAR1 antag: human TAAR1 antagonism | CHO RD-HGA16 TAAR1, Fluo-8 calcium fluorescence, antagonist | 360,000 compounds, 1.5% hits | inhibition, % at 3 µM;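 active = inhibition above a per-plate cutoff, the mean inhibition of test compounds on that plate plus 3 SD, cut at about 49% in these data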;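 note: 0% = DMSO plus EC80 beta-PEA response and 100% = DMSO alone without agonist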
Target sequence (Q96RJ0 whole entry, looked up): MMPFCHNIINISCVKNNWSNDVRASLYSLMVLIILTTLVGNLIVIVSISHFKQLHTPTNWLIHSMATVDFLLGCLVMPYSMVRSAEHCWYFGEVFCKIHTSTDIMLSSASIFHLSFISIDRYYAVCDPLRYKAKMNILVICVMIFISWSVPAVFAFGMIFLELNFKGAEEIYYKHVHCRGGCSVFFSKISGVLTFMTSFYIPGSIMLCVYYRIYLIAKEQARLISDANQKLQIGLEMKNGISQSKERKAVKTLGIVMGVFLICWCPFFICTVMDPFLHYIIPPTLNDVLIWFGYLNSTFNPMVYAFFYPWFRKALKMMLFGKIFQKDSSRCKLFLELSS
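Test system: CHO RD-HGA16 cells bearing hTAAR1 | Reagent: β-PEA, EC80 | Compound dosing: 3 µM, single point | Schedule: Dye loading 75 min at 37 °C, then 30 min room temperature | Signal: Calcium fluorescence with Fluo-8 | Evaluation: Percent inhibition of PEA-evoked calcium signal, max/basal emission ratio | Control set: DMSO-only wells and EC80 β-PEA-stimulated wells | Repeats: Singlicate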
CHO-K1 Ca antag: counter-screen for M1 antagonists: effect in parental CHO-K1 cells | ATP-induced calcium, Fluo-8 fluorescence | inhibition, % at 3 µM | 360,000 compounds, 0.6% hits;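 active = inhibition above a per-plate cutoff, the plate's mean sample inhibition plus 3 SD, cut at about 24% in these data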;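 note: 0% = DMSO plus EC80 ATP and 100% = DMSO alone without ATP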
TAAR1 agonist: human TAAR1 agonism | 360,000 compounds, 0.99% hits | CHO RD-HGA16 TAAR1, Fluo-8 calcium fluorescence; vehicle wells 0%, saturating PEA agonist 100% | activation, % at 3 µM | Q96RJ0;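 active = activation above the mean activation of all test compounds in the run plus 3 SD, cut at about 38% in these data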
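System: CHO-derived RD-HGA16 cells with stable Gα16 and human TAAR1 / Times: 17-24 h plating, Fluo-8 75 min 37 °C, 30 min RT / Technique: calcium-sensitive Fluo-8 signal, excitation 470-495, emission 515-575 nm / Measure: % activation relative to PEA EC100 response / Benchmarks: DMSO and PEA EC100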
V1R ag counter: activates human V1a receptor in oxytocin agonist counter-screen; activation, % at 3 µM; P37288; CHO-V1R cells, Fluo-8 calcium fluorescence, agonist mode; 0% DMSO, 100% 3 nM vasopressin; 320,000 compounds, 0.25% hits;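 active = activation above the mean activation of all tested compounds plus 3 SD, per screening run, cut at about 20% in these data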;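 note: signal is peak over basal fluorescence ratio across a 100 second FLIPR read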
Target sequence (P37288 whole entry, looked up): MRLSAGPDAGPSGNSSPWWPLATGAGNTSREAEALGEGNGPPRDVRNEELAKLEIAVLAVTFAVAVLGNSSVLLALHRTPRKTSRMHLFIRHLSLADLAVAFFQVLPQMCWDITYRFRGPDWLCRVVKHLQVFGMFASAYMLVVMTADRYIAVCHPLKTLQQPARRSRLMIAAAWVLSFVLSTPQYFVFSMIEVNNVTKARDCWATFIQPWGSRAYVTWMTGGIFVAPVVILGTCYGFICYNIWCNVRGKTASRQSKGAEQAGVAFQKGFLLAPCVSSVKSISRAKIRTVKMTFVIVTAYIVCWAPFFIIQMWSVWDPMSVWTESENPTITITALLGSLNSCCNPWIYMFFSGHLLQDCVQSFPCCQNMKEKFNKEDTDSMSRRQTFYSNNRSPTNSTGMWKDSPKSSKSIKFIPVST
CHO-K1 Ca PAM: nonselective activator or artifact in parental CHO-K1 calcium assay; ATP EC20, Fluo-8 calcium fluorescence; 0% at ATP EC20, 100% at ATP max; activation, % at 3 µM; 360,000 compounds, 0.02% hits; AID 602247;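 active = activation above the run cutoff, the mean activation of all test compounds plus 3 SD, cut at about 40% in these data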;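 note: peak over basal fluorescence ratio in a 140 s read after ATP addition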
CHO parental Ca: counter-screen for OX1R antagonists: effect in parental CHO cells; parental CHO-K1, ATP-induced calcium, Fluo-8 fluorescence; inhibition, % at 5.6 µM; 330,000 compounds, 0.63% hits; AID 463079;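 active = inhibition above that plate's mean sample inhibition plus 3 SD, cut at about 26% in these data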;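 note: 0% = ATP-challenged DMSO wells and 100% = DMSO wells without ATP; some compounds past the cut are filed as inactive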
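Material: parental CHO cells / Compound: single nominal dose of 5.6 µM per compound / Signal: Fluo-8 fluorescence / Replicates: singlicate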
* = called active by the depositor; x = no result given. The order is random; overall some 3.3% were active at least once.

SMILES	M1 ag parental	OXTR potentiate	M1 ag	TAAR1 antag	CHO-K1 Ca antag	TAAR1 agonist	V1R ag counter	CHO-K1 Ca PAM	CHO parental Ca
Cc1cccc(NC(=O)CN2C(=O)C3CC=CCC3C2=O)c1C (stereo unspecified)	0.0	x	-2	2	8	1	x	-15	x
Cc1cc(C)nc(SC2CCCCC2NS(=O)(=O)c2ccccc2)n1 (stereo unspecified)	1.2	7	-9	-4	-9	-1	-1.1	27	-20
O=C(c1ccccc1)c1sc(N2CCCCCC2)nc1-c1ccccc1	-0.7	-19	-4	16	-4	4	-1.5	3	-14
CCOc1cc(/C=C2\SC(=Nc3ccc(CC)cc3)NC2=O)ccc1OCC(=O)O	4.9	-9	-5	0	-4	5	0.1	9	-14
S=c1[nH]c2ccc(Cl)cc2s1	3.5	-12	-1	8	-12	3	6.5	4	0
COc1ccccc1OCC(=O)n1cc(C(=O)c2cc(Cl)cc(Cl)c2O)cn1	0.3	-6	-6	8	-6	2	6.2	21	1
Cc1cccc(NC(=O)c2ccc([N+](=O)[O-])s2)c1C	0.8	-4	-10	-2	3	0	1.2	16	-5
Cn1c(CCNC(=O)c2ccc(Cl)cc2)n[nH]c1=S	0.4	-2	-4	13	-4	9	0.5	8	-20
C/C(=N\NC(=O)C(=O)Nc1ccc(C)cc1)c1ccncc1	1.0	-10	0	-2	18	3	6.0	-9	-5
CC(NC(=O)CCc1nnc(C2(c3ccc(Cl)cc3)CCC2)o1)C1CC1 (stereo unspecified)	1.0	-13	-10	-7	-8	2	0.1	24	-21
Cc1cccc2c(CC(=O)Nc3ccccc3)noc12	0.5	-6	-3	2	-5	5	2.0	15	-2
CCC(=O)Oc1ccc(C2NC(=O)c3ccccc3O2)cc1OC (stereo unspecified)	0.3	-7	2	-4	1	8	0.1	-13	-2
CCC/C(C#Cc1ccc(N(C)C)cc1)=C1/c2ccccc2C(=O)N1c1ccccc1	5.2	-10	1	34	-4	13	9.2	7	1
COCCCn1c(=O)c2sccc2n(Cc2cccc(C)c2)c1=O	0.8	-6	6	-15	-9	0	-0.9	8	-3
COc1cccc(-n2nnnc2SCC(=O)NCc2ccco2)c1	-0.4	-17	-4	-11	-2	8	-0.9	14	-24
COc1ccc(CCNC(=O)C2CC(c3cccc(F)c3)=NO2)cc1 (stereo unspecified)	-0.4	3	-6	0	-11	13	0.8	0	-16
CCN1C(=O)N(C)C(N(O)C(=O)NC)C1(C)C (stereo unspecified)	-0.1	-9	-3	-22	-8	3	0.3	13	0
CC(C)N(C(=O)Nc1ccc2nsnc2c1)C(C)C	x	-9	x	-23	x	1	1.7	x	-15
COCCn1cnc2c1c(=O)n(CC(=O)OCC#N)c(=O)n2Cc1ccccc1	0.0	-3	-5	2	-2	-1	0.5	-2	-2
CC(C)C[C@H](NC(=O)c1cc2cc(Cl)ccc2n1C)C(=O)N1CCC[C@H]1C(=O)O	-0.1	-2	-3	5	12	0	0.6	-2	-5

Filtered by structure, those above with two or more sulfur atoms.
SMILES	M1 ag parental	OXTR potentiate	M1 ag	TAAR1 antag	CHO-K1 Ca antag	TAAR1 agonist	V1R ag counter	CHO-K1 Ca PAM	CHO parental Ca
Cc1cc(C)nc(SC2CCCCC2NS(=O)(=O)c2ccccc2)n1 (stereo unspecified)	1.2	7	-9	-4	-9	-1	-1.1	27	-20
S=c1[nH]c2ccc(Cl)cc2s1	3.5	-12	-1	8	-12	3	6.5	4	0

Ordered by SMILES length (rising): part of the list above.
SMILES	M1 ag parental	OXTR potentiate	M1 ag	TAAR1 antag	CHO-K1 Ca antag	TAAR1 agonist	V1R ag counter	CHO-K1 Ca PAM	CHO parental Ca
CC(C)N(C(=O)Nc1ccc2nsnc2c1)C(C)C	x	-9	x	-23	x	1	1.7	x	-15
COc1cccc(-n2nnnc2SCC(=O)NCc2ccco2)c1	-0.4	-17	-4	-11	-2	8	-0.9	14	-24
COCCCn1c(=O)c2sccc2n(Cc2cccc(C)c2)c1=O	0.8	-6	6	-15	-9	0	-0.9	8	-3

(continued)
SMILES	M1 ag parental	OXTR potentiate	M1 ag	TAAR1 antag	CHO-K1 Ca antag	TAAR1 agonist	V1R ag counter	CHO-K1 Ca PAM	CHO parental Ca
CN(C)c1nc(Cl)cc(N2CCOCC2)n1	-0.2	1	-6	2	0	10	-1.3	-4	-10
CC(C)C12CN3CC(C(C)C)(CN(C1)C3(C)C)C2=O	0.2	0	-2	-13	-3	0	-0.5	-15	-15
O=c1cnnc(NCc2ccccc2)[nH]1	0.0	-6	-1	2	-4	8	-0.1	1	7
Cc1ccccc1-c1oc(C)c(C)[n+]1[O-]	0.2	-9	-2	-24	-3	2	1.0	-8	-2
CC1(O)c2ccccc2C(=O)N1CCc1ccccc1F (stereo unspecified)	0.1	0	-5	7	-12	11	-1.5	20	-17
O=C(N/N=C/c1cccs1)c1n[nH]c2c1CCC2	0.3	-3	-4	-8	12	2	0.1	-12	-3
c1ccc(C(NCCNC(c2ccccc2)c2ccccc2)c2ccccc2)cc1	2.9	-15	-6	-9	-13	-1	-0.7	6	-32
CC[C@@H](NC(=O)Cn1cc(C)c(=O)[nH]c1=O)c1ccccc1	0.0	x	-8	-16	-2	0	x	-7	x
O=C(Nc1nccs1)c1cncc(Br)c1	1.7	-4	-4	12	-11	2	1.1	9	-4
COc1ccc(N=C2C(=Nc3ccc(OC)cc3)N(c3ccc(OC)cc3)C(=S)N2c2ccccc2)cc1	0.2	-3	-3	14	-14	-1	0.5	-2	-12
CC(C)c1ccc(S(=O)(=O)NC2CCCC2)cc1	-0.5	-12	-6	-8	19	1	-0.9	-23	-6
CN(NC(=O)c1ccccc1)c1ncc(C(F)(F)F)cc1Cl	0.4	-12	-5	-23	-14	0	-1.0	19	-10
COCCNC(=O)c1cc(C)ccc1C	0.4	-4	-7	6	7	10	0.1	0	-12
CCc1nnc(NC(=O)CSc2nnc(-c3c[nH]c4ccccc34)n2C)s1	0.8	0	-6	0	-39	3	-0.9	22	-6
O=c1[nH]cnc2cc(-c3ccccc3)sc12	2.1	2	-1	21	-4	12	0.2	16	-7
O=C(COc1coc(CN2CCc3ccccc3C2)cc1=O)Nc1ccc(F)cc1F	2.6	-1	-5	-15	-10	1	-0.5	18	-13
O=C(CSc1ccc(Cl)cc1)NC1CC1	-0.2	x	-2	-9	9	0	x	-13	x
COc1ccc(S(=O)(=O)N2CCOCC2)cc1NC(=O)COc1ncnc2ccccc12	0.3	-9	-5	-17	5	8	0.0	5	-6
Cc1cc(C)cc(NC(=O)C2CCCN(c3nc(C)cc(C)n3)C2)c1 (stereo unspecified)	-0.2	-5	-3	5	-12	14	0.4	12	-1
O=C(NCC1CCCO1)/C(=C/c1ccccc1)NC(=O)c1ccccc1 (stereo unspecified)	0.2	-10	-5	0	-3	4	0.4	25	-4
CCOC(=O)c1c(NC(=O)CSc2nc3ccccc3[nH]2)sc2c1CC(C)(C)NC2(C)C	7.5	-3	-6	-5	1	9	0.9	12	-10
CCCOc1ccc(CCCN=C(N)N)cc1Cl	-0.4	-3	-9	-3	1	2	-0.8	-5	-8
COc1ccc(C)c2sc(N(CCN(C)C)C(=O)c3ccc(S(=O)(=O)N(C)c4ccccc4)cc3)nc12	-0.1	x	-10	-26	4	8	x	0	x
CCN(CC)c1ccc(C2Nc3cccc4cccc(c34)N2)c(O)c1	0.0	1	-9	16	-9	0	0.5	6	-14
COc1cccc(C2c3[nH]c4ccccc4c3C[C@H]3C(=O)N(c4ccccc4C(=O)NCCCN4CCOCC4)C(=O)N23)c1 (stereo partly specified)	1.0	-5	-11	39	1	4	0.8	14	-21
COCCNCCCCOc1ccc(Br)cc1C	1.2	-2	-7	0	-11	2	2.3	18	-6
CC(C)(C)OC(=O)C[C@H]1C/C=C\C[C@H](CC(=O)NCCO)C(=O)NC[C@@H](c2ccccc2)OC1=O	0.7	0	-5	19	-15	14	0.1	18	-5
CC1(C)SC(=S)N(/N=C/c2cccnc2)C1N(O)C(=O)NC1CCCCC1 (stereo unspecified)	1.4	-5	-3	-15	-13	-1	0.1	22	-12
CCNC(=O)C(=O)NCCc1ccc(Cl)cc1	2.1	-7	-2	12	-7	7	0.1	21	-2
O=c1[nH]nc(-c2ccc(NCCCO)c([N+](=O)[O-])c2)c2ccccc12	1.8	-4	-5	-3	-10	2	2.5	8	1
CCCCOc1ccc(S(N)(=O)=O)cc1	-0.4	-6	-2	-9	9	18	0.2	-6	-1
COc1ccc(OC)c(C(=O)c2coc3ccc(O)c(CN(C)C)c23)c1	1.1	-10	-7	-9	-8	0	-0.6	14	-6
Cn1c(Cc2ccccc2)nnc1SCC(=O)Nc1ccc(N2CCOCC2)cc1	-0.3	-4	-9	-10	-1	-2	-0.4	15	1
CC(C)CC(c1nnnn1Cc1ccc(F)cc1)N1CCC(C(N)=O)CC1 (stereo unspecified)	0.1	-5	-13	-7	-11	22	1.2	4	-14
Cc1ccc(S(=O)(=O)N2CCCCC2)cc1C(=O)N1CCCCCC1	2.6	-5	-2	-8	-18	6	1.3	23	-2
COc1ccc(C(=O)NC(=S)NNC(=O)COc2ccccc2)cc1	-0.3	3	-8	-21	11	46*	5.2	-10	-6
Nn1c(SCC(=O)Nc2ccc3c(c2)OCO3)nnc1-c1ccccc1	-0.3	3	-8	10	-10	7	0.2	10	-5
Cc1cc(-c2ccccc2)nc2oc3c(c12)NC(=O)CN(c1ccccc1)C3=O	0.2	-1	-1	7	-3	1	-0.2	-11	-3
CCOC(=O)c1ccc(NC(=O)N2CCN(CCc3ccccc3)CC2)cc1	2.8	-4	0	-7	-21	6	5.1	4	-26
CCOc1ccccc1NC(=O)COC(=O)c1cc(C)oc1C	0.3	-8	-3	-18	-4	0	-1.4	10	-39
O=C(NCc1cccc(Cl)c1)c1ccc2nc(N3CCOCC3)sc2c1	2.4	-9	-3	10	4	4	4.3	9	-1
CC(C)c1ccc(C2CC(=O)c3cnc(NC(=O)c4ccco4)nc3C2)cc1 (stereo unspecified)	1.3	-9	-9	-5	-8	1	3.0	18	-29
O=C1CC(/C=C/c2cccnc2)=Nc2ccccc2N1	0.3	1	-4	6	-8	5	-0.8	11	-9
Cc1cc(C)n(C(CC(=O)N2CCc3ccccc3C2)C(=O)O)n1 (stereo unspecified)	-0.3	4	-1	90*	3	102*	0.2	-1	-1
Clc1ccc(N=c2ssnc2Cl)cc1	9.5	-30	12	18	13	46*	19	11	10
O=C(NCCCN1CCCC1)[C@H](CSCc1ccccc1)N1Cc2ccccc2C1=O	0.6	-4	-8	-12	-10	4	0.9	22	-22
O=C(COc1ccc(F)cc1Br)NCC1(N2CCCCC2)CCCCC1	0.2	2	-8	-7	-7	-1	-1.3	8	-12

Screening results as filed in PubChem.
